Assay outcomes as filed in PubChem BioAssay.
TDP43 rescue = inhibitors of TDP-43 toxicity in yeast; TDP-43 expressing yeast growth rescue, BacTiter-Glo, 24 h; actives 1.8% (n = 410,000); AID 652104; Potency, µM (titrated, usually from 46.1 µM), without a hit: at the top dose growth rescue (activation), usual class: activators; note: potency is the fitted concentration of half-maximal effect; % of control where 0% means no effect; nearly all actives have a fitted effect of over 50% in size
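Readout is BacTiter-Glo luminescence of cell growth, so inhibitors register as activators. TDP-43-expressing yeast at OD600=0.02 in galactose medium, after raffinose pregrowth to mid-log, were incubated with compound for 24 hr at 30 deg C.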
GLP-1R agonist = agonists of human GLP-1 receptor | P43220 | HEK293 GLP-1R CRE-luciferase, luminescence, 4-6 h; cells express a hypersensitive GLP-1R form | Potency, µM (highest dose often 45.6 µM), without a hit: at the top dose activation, actives largely listed as activators | actives 0.007% (n = 380,000); note: potency is the fitted concentration of half-maximal effect; % of control where 0% means no effect
Target sequence (P43220 whole entry, looked up): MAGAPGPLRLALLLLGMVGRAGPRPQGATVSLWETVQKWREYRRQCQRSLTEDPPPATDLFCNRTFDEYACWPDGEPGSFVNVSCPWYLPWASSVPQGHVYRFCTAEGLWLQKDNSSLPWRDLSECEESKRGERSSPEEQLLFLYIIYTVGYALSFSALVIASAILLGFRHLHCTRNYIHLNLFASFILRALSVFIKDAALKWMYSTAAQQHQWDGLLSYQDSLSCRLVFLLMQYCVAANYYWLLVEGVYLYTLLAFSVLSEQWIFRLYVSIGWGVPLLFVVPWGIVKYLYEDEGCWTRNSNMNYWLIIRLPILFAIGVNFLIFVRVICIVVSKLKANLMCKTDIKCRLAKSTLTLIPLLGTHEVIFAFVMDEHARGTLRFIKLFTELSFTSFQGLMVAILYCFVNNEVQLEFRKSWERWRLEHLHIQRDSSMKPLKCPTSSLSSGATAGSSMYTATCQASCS
PTHR1 agonist = activates the human parathyroid hormone receptor PTHR1; actives 0.075% (n = 410,000); HEK293 GP2 PTHR1 cells, GloSensor cAMP luminescence, 1 h; Potency, µM (highest dose often 115 µM), for inactives: at the top dose activation, actives largely listed as activators; Q03431; AID 743266; note: potency is the fitted concentration of half-maximal effect; nearly all actives have a fitted effect of over 55% in size; some results filed as inactive show a strong effect at the top dose; inactives centre near -15; many of its hits are not listed in these tables
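HEK-293-derived GP2 cells expressing PTHR1 and a GloSensor cAMP reporter, 3,000/well, plated overnight, given luciferin plus IBMX (each 0.5 mM as added) for 1 h at 37 °C, then compound for 1 h at 37 °C. Luminescence was read after 15 min at room temperature.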
aSyn rescue = alpha-synuclein toxicity inhibition in yeast. Yeast expressing alpha-synuclein, growth rescue, BacTiter-Glo, 24 h. Potency, µM (series often up to 46.1 µM), without a hit: at the top dose growth rescue (activation), actives largely listed as activators. actives 0.14% (n = 370,000). AID 652106; note: potency is the fitted concentration of half-maximal effect; % of control where 0% means no effect; nearly all actives have a fitted effect of over 65% in size
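Screening used galactose-induced yeast with toxic alpha-synuclein levels, exposed to compound for 24 hr at 30 deg C. Cell growth, read with BacTiter-Glo luminescence, gave the measured signal.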
Akt phos inh = inhibitors of Akt phosphorylation; activity change, % for hits at 50 µM; Neuro2A IGF-stimulated pAkt S473 HTRF, 20 min; stronger effect = lower value; AID 651550; actives 0.32% (n = 360,000); in the data active = activity change below about -80%; inconclusive = mostly about -51% to -80%; note: % is set by controls: 0 for no effect and ±100 for the full control effect
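Single-point screen (50 µM final compound) in Neuro2A cells stimulated 20 min with 6 nM IGF at 37 deg C. After lysis, Ser473-phosphorylated Akt read by HTRF (ex 330 nm, em 615/665 nm) as the 665/615 ratio.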
GLP1R inv ag = acts as inverse agonist at human GLP-1 receptor. P43220. HEK293 GLP-1R CRE-luciferase, luminescence, 24 h; GLP-1R form is constitutively active. Potency, µM (doses to about 38.3 µM), for inactives: at the top dose activity change, negative = inhibition, hits mostly inhibitors. actives 1.6% (n = 410,000). AID 624417; note: potency is the fitted concentration of half-maximal effect; % is set by controls: 0 for no effect and ±100 for the full control effect; nearly all actives have a fitted effect of over 55% in size
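Seeding at 200 cells/uL, 12 h culture, 24 hr compound treatment, then luciferase reagent and a luminescence read; cells are HEK293 stably expressing a constitutively active GLP-1R plus cAMP-responsive luciferase.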
DRD3 antagonist = blocks the human D3 dopamine receptor. P35462. D3R cells, DiscoveRx beta-arrestin luminescence, antagonist mode; stronger effect = lower value. max response, negative = inhibition, %. actives 2.5% (n = 360,000). AID 652054; in the data active = max response below about -50%; inconclusive = no clear call, values can overlap the other calls; note: % is set by controls: 0 for no effect and ±100 for the full control effect; mostly tested at two doses, the higher about 12 µM
Target sequence (P35462 whole entry, looked up): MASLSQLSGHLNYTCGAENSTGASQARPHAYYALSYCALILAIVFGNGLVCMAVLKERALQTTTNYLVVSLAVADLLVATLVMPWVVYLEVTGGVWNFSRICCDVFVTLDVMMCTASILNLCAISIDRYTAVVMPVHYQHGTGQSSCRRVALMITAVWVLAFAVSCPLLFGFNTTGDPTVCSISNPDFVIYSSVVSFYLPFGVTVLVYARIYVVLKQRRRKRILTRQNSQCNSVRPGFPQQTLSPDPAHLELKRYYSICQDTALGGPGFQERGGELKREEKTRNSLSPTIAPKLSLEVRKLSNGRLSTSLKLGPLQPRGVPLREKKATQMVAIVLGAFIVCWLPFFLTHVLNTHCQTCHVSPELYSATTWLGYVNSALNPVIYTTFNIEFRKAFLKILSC
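Cells expressing the human receptor were seeded at 1500 cells/well, incubated overnight at 37 degrees C in 5% CO2, then exposed to library compounds with dopamine controls for 90 minutes at 37 degrees C before luminescent detection.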
Abeta yeast res = A-beta toxicity reversal in yeast; yeast expressing A-beta42, growth rescue, OD600, 48 h; response scale: 0% DMSO, 100% iron-clioquinol control; Potency, µM (titrated, usually from 46.1 µM), inactives show at the highest dose growth rescue, most hits filed as activators; actives 0.063% (n = 410,000); note: potency is the fitted concentration of half-maximal effect; nearly all actives have a fitted effect of over 55% in size
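Growth rescue measured by 600 nm absorbance after 48 h yeast culture at 30 C with compound. Values normalized between DMSO and an equimolar ferric chloride plus clioquinol control.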
FUS suppressor = rescues growth of FUS-expressing yeast. S. cerevisiae FUS-expressing, growth rescue, OD600, 24 h. actives 0.24% (n = 390,000). Potency, µM (top dose mostly 76.6 µM), for inactives: top-dose growth rescue (activation), most hits filed as activators;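 note: potency is the fitted concentration of half-maximal effect; plate controls were DMSO vehicle for no effect and reference control for full effect; nearly all actives have a fitted effect of over 55% in size; some results filed as inactive show a strong effect at the top dose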
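Read-out: OD at 600 nm after 24hr at 30C, reporting rescue of FUS-induced yeast toxicity. Cells at OD 0.005 in galactose (2%) minimal medium; compounds tested in a dilution series; CP55940 titration from 92uM final as control.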
* marks the source's active call; other numbers are inactive results; i = inactive; ? = inconclusive; . = no result given; [ ] = another dose, or the depositor's remark. Unless noted, calls come from the whole dose curve; as a rule, active = well fitted curve in the direction sought with a large enough effect; inconclusive = small, poorly fitted or top-dose-only effect, or another doubt; inactive = no such curve, though single readings can be large; an effect the other way counts as inactive or inconclusive. An excerpt, so the mix of outcomes need not match the whole.

structure,TDP43 rescue,GLP-1R agonist,PTHR1 agonist,aSyn rescue,Akt phos inh,GLP1R inv ag,DRD3 antagonist,Abeta yeast res,FUS suppressor
COc1ccc(C(=O)CCc2ccccc2)c(O)c1,-2%,21%,-4%,-1%,i,?,5,2%,9%
O=C(CN(Cc1ccco1)C(=O)CNS(=O)(=O)c1ccccc1)NC1CCCCC1,-6%,-5%,-7%,-1%,i,0%,0,-2%,.
CCOc1ccc(-c2nonc2NC(=O)c2oc3cc(Br)ccc3c2C)cc1,-5%[9.22 µM],.,i,.,.,?,.,6%,-9%
CCOc1cc(N2CCOCC2)c(OCC)cc1NC(=O)c1oc2ccccc2c1C,1%,-1%,i,-3%,i,2%,-21,-9%,5%
CCC(CC)C(=O)c1c[nH]c(C(=O)NCc2cccnc2)c1,-5%,-1%,-23%,-3%,i,6%,-23,-10%,13%
O=C(O)c1ccccc1/C=N/NC(=O)C1CCCCC1,15%,-5%,i,8%,i,19%,19,17%,-7%
CCOC(=O)N1CCC(NC(=O)c2ccc3c(c2)ncn3C2CCCC2)CC1,0%,10%,-1%,2%,i,20%,3,3%,-2%
COc1cccc(OCCCn2ccnc2)c1,14%,-2%,i,6%,i,10%,4,-10%,-13%
CS(=O)(=O)Nc1cccc(-c2cc(NC=O)c3ncc(-c4ccc(F)c(Cl)c4)n3c2)c1,0%,18%,-30%[inhibitor],0%,i,?,7,23%,?
Cc1nnc(NC(=O)CSc2nc3c(c(=O)n2CCc2ccccc2)SC(C)C3)s1 (configuration not stated),11%,13%,i,2%,i,4%,13,3%,-21%
CCCCS(=O)(=O)N1CN(S(=O)(=O)CCCC)C2NC(=O)NC21 (configuration not stated),20%,-4%,-8%[57.5 µM],-8%,i,-42%,25,6%,13%
CCOc1ccccc1N(CC(=O)N(C)Cc1ccccc1)S(=O)(=O)c1ccccc1,9%,0%,-9%,13%,i,?,-10,15%,30%
CSc1ccc(CN2CCC2(C)C(=O)NCc2ccccc2Br)cc1 (configuration not stated),13%,24%,?,3%,i,?,33,2%,-23%
O=C(OCc1cn([C@H]2CN(C(=O)c3cccs3)[C@@H](c3ccccc3)C[C@@H]2O)nn1)c1ccccc1,23%,6%,i,-3%,i,22%,-7,-5%,?
COCCNC(=O)COC(=O)C1=Cc2ccccc2OC1,-6%,4%,-1%,2%,i,9%,1,7%,8%
Brc1ccc(C2=Nn3c(nnc3-c3n[nH]c4c3CCC4)SC2)cc1,6%,14%,-19%,0%,i,-20%,-24,11%,16%
CCCCNC(=O)N1CCN(C/C=C/c2ccccc2)CC1,8%,9%,-1%,-10%,i,-16%,-5,-4%,-11%
CCNC(=O)N1C(=O)C2(OCCO2)c2cc(Br)ccc21,14%,0%,-16%,-2%,i,-1%,6,-1%,10%
CCCCC(=O)Nc1ccccc1N1CCOCC1,-9%,11%,i,-2%,i,-15%,4,-4%,-9%
CCN(CC)c1ccc(NC(=O)Cn2c(C(C)NC(=O)c3ccc(C)cc3)nc3ccccc32)cc1 (configuration not stated),12%,0%,i,11%,i,3%,5,0%,-3%
CC(C)(C)c1cc2nc(NCCOc3ccccc3)ccn2n1,?,1%,-50%[inhibitor],4%,i,-30%,?,1%,19%
COc1ccc(NC(=O)CCCSc2nc(-c3ccco3)cc(C(F)(F)F)n2)c(OC)c1,0%,.,-18%,.,.,?,.,5%,44%
COc1ccc(CNC(=O)CCCC2=NS(=O)(=O)c3ccccc3N2)cc1,-15%,-3%,29%,-5%,i,16%,5,4%,-11%
COC(=O)[C@@H](NCc1cccc(CN([C@H](C(=O)OC)C(C)C)S(C)(=O)=O)c1)C(C)C,14%,16%,-8%,8%,i,-4%,42,6%,3%
Cc1ccc2cccc(S(=O)(=O)NC3CCS(=O)(=O)C3)c2n1 (configuration not stated),-10%,-12%,-16%[57.5 µM],0%,i,7%,-12,-17%,20%
COc1ccc(N2CCN(S(=O)(=O)CCNC(=O)c3ccc4c(c3)OCO4)CC2)cc1,16%,0%,i,2%,i,-5%,16,6%,19%
CCOC(=O)c1sc(NC(=O)CSc2nnnn2-c2ccc(C)cc2C)nc1C,-7%,-1%,i,-1%,?,1%,0,-8%,12%
Cn1nc(C(C)(C)C)cc1C(=O)N1CCCC(c2cc(C(=O)Nc3ccccc3Cl)no2)C1 (configuration not stated),11%,-5%,-52%[inhibitor],0%,i,-28%,-7,-20%,12%
COc1ccc(C(=O)NC(Cc2ccc(OC(=O)c3ccc(OC)cc3)cc2)C(=O)O)cc1 (configuration not stated),-3%,-5%,-1%,7%,i,19%,-3,5%,-9%
N#Cc1ccc(C(=O)OCC(=O)N2CCN(C(=O)c3ccco3)CC2)cc1,-10%,9%,i,0%,i,-27%,5,11%,-7%
COc1cc(C(=O)NC(=S)Nc2ccc3c(c2)C(=O)N(C)C3=O)cc(OC)c1OC,-6%,5%,-1%,-5%,i,0%,5,-1%,.
COc1ccc(/C=C2\OC(=O)c3c(OC)cccc32)cc1OC,27%,5µM*,-15%[57.5 µM],-2%,i,208%[activator],25,4%,13%
CC(/C=N/NC(=O)Cn1cnc2ccccc21)=C\c1ccccc1,0%,-1%,-4%,-4%,i,?,-23,-14%,17%
O=[N+]([O-])c1ccc2nnn(O)c2c1,-21%,1%,i,-8%,i,-2%,-5,-7%,7%
CCCn1c(-c2ccc(C(=O)OC)cc2)nc2c1c(=O)[nH]c(=O)n2Cc1ccccc1,0%,16%,i,2%,i,9%,-8,10%,-1%
CCCn1c(SCC(=O)N2CCc3ccccc3C2)nc(O)cc1=O,4%,-1%,?,-5%,i,16%,0,5%,?
COc1cc(Br)ccc1C1CC(=O)C(C)C(c2ccc(Br)cc2OC)N1 (configuration not stated),18%,11%,i,4%,i,10µM*,-8,17%,14%
Cn1cc([C@@H]2C[C@H]3CN(Cc4cccc(Cl)c4)C(=O)[C@]34CCCN24)c2ccccc21,8%,0%,-50%[inhibitor],2%,i,?,-18,10%,20%
Cc1cccc(NS(=O)(=O)Cc2ccccc2)c1C,?,0%,-23%,21%,i,-13%,-13,29%,16%
CC(C)C(=O)Nc1ccc2c(c1)nc(CCN1CCN(c3ccccn3)CC1)n2C,-13%,17%,i,3%,i,14%,22,0%,8%
O=C(OCC1CC(c2ccccc2Cl)=NO1)c1ccc(Br)cc1 (configuration not stated),-17%,?,i,2%,i,3%,20,-13%,3%
Oc1ccccc1/C=N/n1cnnc1,17%,1%,i,0%,i,-1%,34,4%,-14%
COc1cc2c(=O)n(CC3CCCO3)c(=O)n(CC(=O)Nc3ccccc3)c2cc1OC (configuration not stated),7%,6%,-3%,-3%,i,13%,-9,-11%,11%
COc1cccc(NC(=O)N2CCC(N3CCCCC3)CC2)c1,-13%,-16%,i,-17%,i,16%,-3,-3%,-2%
Cc1ccc(NC(=O)Nc2ccccc2)nc1,9%,-1%,-27%,4%,i,18%,-4,1%,1%
COc1ccc2c(CNCC(C)c3ccccc3)c(C(=O)O)n(Cc3ccc(F)cc3Cl)c2c1 (configuration not stated),-15%,1%,-39%,.,.,5%,.,-11%,22%
CC1CN(C(=O)c2ccncc2)CC(C)O1 (configuration not stated),-23%,-1%,29%[57.5 µM],-3%,i,16%,-9,1%,19%
Cc1ccc(-n2ncc3c(N4CCCC4)ncnc32)c(C)c1,-17%,1%,15%,.,.,0%,?,0%,15%
O=C1CC(c2ccco2)CC(O)=C1C=Nc1ccc(Br)cc1 (configuration not stated),7%,-2%,-2%[57.5 µM],0%,i,?,12,-6%,-19%
CCCN1CNC(=S)N(c2cc(C)ccc2C)C1,14%,-1%,?,-1%,i,-6%,-20,13%,6%
Cc1cccc(C)c1NC(=O)N1CCC(n2cnc3ccccc32)CC1,6%,-1%,i,1%,i,-28%,0,17%,29%
Nc1nonc1-c1noc(CCCN2C(=O)c3ccccc3C2=O)n1,-5%,-1%,i,-16%,i,26%,-12,-20%,12%
Cc1ccc(C)c2sc(NC(=O)CN3C(=O)CCC3=O)nc12,-7%,-1%,-35%[inhibitor],-9%,i,-19%,-28,-9%,22%
COc1ccc(C(=O)NC2CC2)cc1OC1CCN(Cc2ccc(Cl)cc2)CC1,-17%,0%,i,1%,i,?,-1,-5%,4%
O=S(=O)(Nc1ccc(F)c(Cl)c1)c1ccc(Br)s1,?,.,-7%,.,.,?,.,-70%[inhibitor],-1%
CCn1c(Cc2ccc(OC)cc2)nnc1SCc1nc2ccccc2c(=O)[nH]1,-15%,10%,i,-10%,i,-17%,5,1%,6%
